K1F lysis inhibition = inhibition of K1F phage lysis, E. coli UTI89, bacterial capsule biogenesis inhibitors, alamar blue (AID 488966). E. coli UTI89 K1F phage lysis, alamar blue, 2 h; higher % means a stronger effect. inhibition, % at 100 µM; hits with a dose series show IC50 in µM. 0.02% of 340,000 active;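 active = phage lysis inhibition, versus mean bacterial control, above a set limit; inconclusive = no clear call, values can overlap the other calls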;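 also: capsule biogenesis inhibitors block K1F phage lysis so surviving cells raise fluorescence; higher fluorescence means more inhibition of phage lysis; actives were called in the ten point dose series up to 300 µM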
NTR1 ag = agonists of NTR1, primary screen, imaging, U2OS cells, beta-arrestin-GFP, high content (AID 493036) | P30989 | NTR1-U2OS beta-arrestin-GFP spot imaging, agonist mode | activation, % at 20 µM | 0.17% of 330,000 active;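 active = activation at or above 40% of the spot to cytoplasm intensity ratio, with at least 20 cells analyzed; inconclusive = wells under 20 cells, flagged as cytotoxic or low count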;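 also: 0% = DMSO without peptide and 100% = 100 nM NTR1 peptide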
Target sequence (P30989 whole entry, looked up): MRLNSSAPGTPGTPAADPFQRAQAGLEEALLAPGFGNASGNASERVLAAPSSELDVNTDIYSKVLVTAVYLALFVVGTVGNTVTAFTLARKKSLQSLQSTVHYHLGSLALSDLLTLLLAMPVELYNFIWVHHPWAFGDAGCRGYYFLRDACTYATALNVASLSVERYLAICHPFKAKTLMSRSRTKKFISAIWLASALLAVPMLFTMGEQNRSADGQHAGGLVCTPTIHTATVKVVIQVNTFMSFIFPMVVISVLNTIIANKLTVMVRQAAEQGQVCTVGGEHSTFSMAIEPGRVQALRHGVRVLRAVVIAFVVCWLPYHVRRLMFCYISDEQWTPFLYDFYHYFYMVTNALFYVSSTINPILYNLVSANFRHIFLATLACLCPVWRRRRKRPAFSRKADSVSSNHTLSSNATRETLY
Rac1 GTP hydrolysis = MgcRacGAP GTPase-activating activity inhibitors, confirmation, biochemical, ADP Hunter fluorescence | one-dose inhibition, % at 30 µM; IC50 in µM for titrated hits | 0.6% of 340,000 active | MgcRacGAP-stimulated Rac1 GTP hydrolysis, ADP Hunter fluorescence; higher % means a stronger effect; GST-tagged Rac1 F28L mutant substrate | AID 624330;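 active = first-screen hits whose inhibition reached a set limit at any dose in the follow-up dose series; inconclusive = inhibition above the set first-screen limit but never retested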;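 also: fluorescence reports GDP produced by GAP-driven GTP hydrolysis; strong numbers were not always called active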
Salmonella PhoP GFP = inhibitors of PhoP regulon expression, primary screen, Salmonella Typhimurium, GFP reporter (AID 1863); S. Typhimurium PhoP-regulated promoter GFP reporter, 4 h; higher % means a stronger effect; inhibition, % at 50 µM; hits with a dose series show IC50 in µM; 0.16% of 300,000 active;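 active = inhibition over 29.93%, a cutoff 3 SD above the screen mean, later confirmed by dose response; inconclusive = inhibition over 29.93% but no dose response follow-up; inactive = inhibition at most 29.93% or unconfirmed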;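 also: 0% = low Mg2+ inducing control and 100% = high Mg2+ repressing control; strong numbers were not always called active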
T cell HTS = modulates CD8 T cell binding to vesicles. 2C CD8+ T cell-vesicle binding, flow cytometry; stronger effect = lower value. calls only at 7 µM. 0.068% of 330,000 active. AID 2052;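 active = response, share of CD8 T cells binding vesicles, and their 90th percentile fluorescence all below set limits, cut at about 80% in these data, passing the limit was not always enough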
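Read-out – percent CD8+ FL2 mean versus row control · System – murine 2C transgenic CD8+ T lymphocytes · Times – 1.5 h cell–vesicle binding at 37 °C, then 20 min icy labelling · Control set – naked vesicles low, QL9 vesicles with vehicle high · Detection – cytometric PE anti-B7-1 and Alexa647 anti-CD8 signals after 1% paraformaldehyde fixation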
RSV antiviral HEp-2 = RSV antiviral activity via CPE protection, HEp-2 cells, primary 10 µM value included (AID 2391). HEp-2 cells, RSV-induced CPE inhibition; higher % means a stronger effect. CPE inhibition, % at 10 µM; hits with a dose series show IC50 in µM. 0.13% of 310,000 active; in the data active = a potency from the dose series; inconclusive = CPE inhibition mostly from about 23% at the one dose, without a potency; inactive = the rest, 99 in 100 with CPE inhibition below about 21%; also: strong numbers were not always called active
West Nile antiviral = West Nile virus antiviral activity, cell-based, CPE readout (AID 1621). West Nile virus-infected cells, CPE inhibition; higher % means a stronger effect. one-dose CPE inhibition, % at 10 µM; IC50 in µM for titrated hits. 0.02% of 290,000 active; in the data active = a potency from the dose series; inconclusive = CPE inhibition mostly from about 3.7% at the one dose, without a potency; inactive = the rest, 99 in 100 with CPE inhibition below about 2.2%; also: strong numbers were not always called active
Large T inhibition = SV40 large T antigen inhibitors, biochemical (AID 1903). SV40 large T antigen ATPase/helicase inhibition assay; higher % means a stronger effect. inhibition, % at 20 µM; hits with a dose series show IC50 in µM. 0.39% of 310,000 active; in the data active = a potency from the dose series; inconclusive = inhibition mostly from about 32% at the one dose, without a potency; inactive = the rest, 99 in 100 with inhibition below about 32%; also: strong numbers were not always called active
NS5 inhibitors = Dengue-2 NS5 methyltransferase inhibitors, primary screen, biochemical, confirmation dose response (AID 588689) | inhibition, % at 25 µM; hits with a dose series show IC50 in µM | Dengue-2 NS5 methyltransferase capping enzyme assay, biochemical; higher % means a stronger effect | 0.3% of 340,000 active; in the data active = a potency from the dose series; inconclusive = inhibition above about 29% without an active follow-up result
T cell HTS vesicle-bound % = also measured in T cell HTS; calls as there; double positive events, %; measured here: CD8+ vesicle-bound cell fraction;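 binding gate set so that unloaded-vesicle control wells show 10% double positive cells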
NTR1 ag cell count 20 µM = further read-out of NTR1 ag, marked with its call; cell count; measured here: cell count, cytotoxicity flag
NS5 inhibitors pilot replicate = also measured in NS5 inhibitors; calls as there; inhibition, %; measured here: pilot screen replicate inhibition
Active calls of the source: *; i = inactive; ? = inconclusive; · = not tested or not shown; & = joins results of further samples; [ ] = dose if it differs, or a comment.

SMILES | K1F lysis inhibition | NTR1 ag | NTR1 ag cell count 20 µM | Rac1 GTP hydrolysis | Salmonella PhoP GFP | T cell HTS | T cell HTS vesicle-bound % | RSV antiviral HEp-2 | West Nile antiviral | Large T inhibition | NS5 inhibitors | others
Cc1[nH]c(=O)c(C(=O)c2ccccc2O)cc1C(=O)O | i | 1.1 | 81 | 1.7% | -14.0% | i | 52.2 | 1.8% | -0.1% | -3.1% | -2.1%
Cc1cccc(-n2c(Cc3ccccc3)n[nH]c2=S)c1 | -1.0% | -0.3 | 44 | 3.4% | -4.1% | i | 57.5 | -0.9% | 0.1% | 5.8% | -16.4%
CN(CC(=O)Nc1ccc(Cl)c(C(F)(F)F)c1)C(=O)CCCc1nc2ccccc2c(=O)[nH]1 | 0.2%[50 µM] | -0.6 | 69 | 3.2% | · | i | 37.4 | 8.2% | · | · | -3.0%
Cc1ccc(C)c(NC(=O)CCN2C(=O)C3CC=CCC3C2=O)c1 (centres undefined) | 0.6%[50 µM] | 0.1 | 47 | 2.1% | · | i | 48.0 | 0.6% | · | · | 1.9%
Cc1csc(NC(=O)CSc2ccc3nnc(CCNS(=O)(=O)c4ccccc4)n3n2)n1 | 1.7% | -0.3 | 49 | 6.5% | -0.1% | i | 38.4 | 1.7% | 0.6% | 9.1% | -6.5%
Cc1cc(=O)[nH]c(SCC(=O)Nc2nnc(CC(C)C)s2)n1 | 0.7% | -0.5 | 42 | 2.4% | -10.9% | i | 48.0 | 1.4% | -0.1% | 3.6% | -4.8%
COc1ccc(C)cc1NC(=O)CCCN1C(=O)CN(C)C1=O | 0.5%[50 µM] | -0.2 | 62 | 5.9% | · | i | 40.0 | 0.8% | · | · | 1.8%
CC1(C(=O)NC2CCCC2)CCC(=O)N1CCC1=CCCCC1 (centres undefined) | 0.4% | 0.8 | 64 | 5.6% | -4.3% | i | 33.3 | 1.6% | 0.6% | 7.2% | -4.1%
O=C(O)CCSc1ccc2ccccc2n1 | 0.9%&1.1% | 7.0&-2.1 | 39&79 | 6.0%&5.4% | -21.7%&-13.0% | i | 42.4&6.3 | 2.3%&1.9% | 0.5%&0.2% | 3.2%&2.2% | -9.7%&-12.9%
C#Cc1cccc(NC(=O)Cc2cccs2)c1 | -0.3% | 0.0 | 56 | 4.2% | -2.1% | i | 37.0 | 3.0% | -0.9% | 9.2% | 2.3%
O=C(COc1ccc(F)cc1)N1c2ccccc2CCc2ccccc21 | 0.0% | 0.0 | 81 | 14.9% | -4.6% | i | 47.3 | 2.6% | -0.9% | 1.4% | -6.2%
CCOC(=O)C1CCCN(C(=O)c2cc3nc(-c4cccc(OC)c4)cc(C(F)(F)F)n3n2)C1 (centres undefined) | 7.8% | 11.0 | 66 | 7.1% | 13.1% | i | 23.3 | 8.9% | 0.6% | 7.9% | -4.1%
CCc1ccc(S(=O)(=O)Nc2ccc(Cl)cn2)cc1 | 7.9% | 0.8 | 63 | 4.5% | -4.9% | i | 48.8 | 1.4% | -0.5% | 8.4% | -5.6%
O=C(N/N=C/c1ccccc1Cl)c1[nH]c2ccc(Br)cc2c1-c1ccccc1 | 0.3% | 2.5 | 86 | 16.1% | 25.7% | i | 26.9 | 9.0% | 0.6% | 8.8% | -6.3%
COc1ccc2c3c(cccc13)C(=O)N(O)C2=O | -1.2% | · | · | 1.1% | -3.9% | i | 44.9 | 0.4% | -1.5% | 9.8% | 16.0%
O=C(c1ccc(-c2ccccc2)cc1)N1CCN(c2ccccc2F)CC1 | 0.2% | 1.8 | 68 | 6.7% | 6.5% | i | 10.0 | 6.4% | -0.3% | 8.7% | -16.6%
O=C(N/N=C/c1ccc(N2CCOCC2)s1)c1ccc(NS(=O)(=O)c2cccs2)cc1 | -1.3%[50 µM] | -0.7 | 53 | 18.4% | -9.9% | i | 38.4 | 0.4% | 1.0% | ? | -2.3%
Cc1cc(C)c2c(-n3cccc3)c(C(=O)NNS(=O)(=O)c3ccc(F)cc3)sc2n1 | -0.9% | 3.0 | 96 | 6.6% | 1.5% | i | 33.9 | 21.1% | -0.5% | 7.9% | -0.8%
CC1(C(=O)NC(=S)N(CCC#N)Cc2cccnc2)CC1(Cl)Cl (centres undefined) | · | 0.2 | 47 | · | -2.1% | i | 25.6 | 0.2% | 0.5% | 13.1% | ·
COc1ccc(NS(=O)(=O)c2ccc(-n3nnc4ccccc43)c([N+](=O)[O-])c2)cc1 | 5.0% | 4.3 | 62 | -4.5% | 4.9% | i | 26.1 | 0.9% | -0.7% | 6.4% | -1.4%
O=C(CCCC(=O)N(CC(=O)NC1CCCCC1)Cc1ccc2c(c1)OCO2)Nc1ccccn1 | 0.1% | -0.6 | 42 | 7.5% | -0.3% | i | 29.2 | -1.4% | -0.6% | -1.0% | 5.9%
CCOC(=O)c1ccc2c(c1)nc(C)n2CC | 1.6% | -2.5 | 41 | 14.2% | 2.6% | i | 42.6 | 0.4% | 0.5% | 4.1% | -1.5%
C=CCSc1nnc(CNC(=O)c2ccccc2C)n1C(C)C | 0.0% | 0.3 | 70 | -3.1% | 2.2% | i | 47.8 | 0.6% | -0.2% | 3.8% | 3.6%
CCN1C(=O)/C(=C/c2cnn(CC)c2C)SC1=S | 3.7% | 0.9 | 58 | 8.1% | -3.0% | i | 27.5 | 0.9% | -0.7% | 6.2% | 0.0%
COc1ccc2[nH]c(C)c(C(=O)CN(C)C)c2c1 | 1.5% | -1.4 | 45 | 5.8% | 6.9% | i | 27.9 | 2.3% | 0.9% | 25.9% | -6.2%

The listing continues.
SMILES | K1F lysis inhibition | NTR1 ag | NTR1 ag cell count 20 µM | Rac1 GTP hydrolysis | Salmonella PhoP GFP | T cell HTS | T cell HTS vesicle-bound % | RSV antiviral HEp-2 | West Nile antiviral | Large T inhibition | NS5 inhibitors | others
COc1ccccc1C(CNC(=O)c1ccco1)N1CCCC1 (centres undefined) | 0.5%[50 µM] | 3.3 | 53 | -3.0% | · | i | 38.3 | 2.0% | · | · | -4.6%
COc1ccc(N2CCN(C(=O)c3ccccc3NC(=O)C3=C(C)OCCS3)CC2)cc1 | 0.1% | 0.8 | 44 | 23.5% | -4.2% | i | 54.8 | 1.1% | -0.4% | 22.5% | -5.0%
CNCc1c(C)nn(-c2ccccc2)c1C | 0.0% | 1.4 | 56 | 8.9% | 7.2% | i | 36.3 | -0.3% | -0.6% | 1.7% | -6.7%
Cn1c(-c2ccccc2)cnc1SCC(N)=O | 1.5% | -1.2 | 75 | 5.7% | 13.4% | i | 45.6 | 4.1% | 0.6% | 1.2% | -1.6%
Cc1cn(C(=O)c2ccccc2)c(=S)n1-c1ccc(Br)cc1 | 0.0% | 12.0 | 102 | 3.2% | 1.9% | i | 53.7 | 16.6% | 0.5% | 5.0% | -1.3%
Cc1ccc(NS(=O)(=O)c2c(C)[nH]c(C)c2C(=O)N2CCCCC2)cc1Cl | -0.3% | -1.1 | 61 | 0.7% | 2.9% | i | 9.8 | 1.1% | 0.1% | 10.4% | -8.8%
CCOc1ccc(NS(=O)(=O)c2ccc(C(=O)NCC(c3ccc(OC)cc3)N3CCCC3)cc2)cc1 (centres undefined) | 0.6%[50 µM] | 1.1 | 77 | 1.5% | -2.7% | i | 30.0 | -0.6% | · | 28.9% | 4.3%
O=C(COC(=O)c1ccc(NS(=O)(=O)c2ccc3c(c2)OCCO3)cc1)NCC1CCCO1 (centres undefined) | -0.1% | -1.3 | 91 | 4.0% | 11.5% | i | 41.0 | 0.8% | 0.7% | -0.4% | -6.4%
Nc1ccc(C(=O)N2CCN(S(=O)(=O)/C=C/c3ccccc3)CC2)cc1[N+](=O)[O-] | 0.5%[50 µM] | 1.5 | 67 | 5.0% | -2.0% | i | 50.9 | 1.6% | · | -2.9% | 3.6%
CCN1CCN(Cc2c(O)ccc3c2O/C(=C\C=C\c2ccccc2)C3=O)CC1 | 1.6% | 11.1 | 54 | 3.9% | -45.1% | i | 37.9 | -1.6% | -0.7% | 4.5% | ?
Cc1cc(C)cc(NC(=O)NC2CCN(CC(=O)Nc3cccc(Cl)c3C)CC2)c1 | 0.2% | 12.1 | 56 | -0.4% | 5.5% | i | 43.5 | 5.4% | 0.0% | 10.7% | 1.6%
COCCOC(=O)C1=C(C)NC(=O)NC1c1ccco1 (centres undefined) | · | -0.8 | 57 | · | -12.8% | i | 27.8 | 2.5% | -0.2% | 13.0% | ·
CCOC(=O)c1cc[nH]c1C | 0.1% | 0.0 | 93 | 9.4% | -2.5% | i | 55.4 | 1.4% | -0.5% | -1.6% | 0.9%
O=C(NCCCN1CCCCCC1)C1CCCN(S(=O)(=O)c2cccc3nsnc23)C1 (centres undefined) | -0.3% | 1.1 | 38 | -2.1% | -4.5% | i | 25.5 | 0.6% | -0.8% | -6.9% | -4.7%
CCn1c(CNC(=O)c2ccccc2F)cc2cc(C)ccc21 | 0.3% | 1.7 | 60 | 6.8% | -5.7% | i | 52.3 | 15.0% | -0.9% | 8.4% | -2.6% | NS5 inhibitors pilot replicate=3.6
COc1ccc(CC(=O)Nc2ccc3c(c2)C(=O)N(CCC(=O)O)C3=O)cc1 | 0.5% | 0.0 | 72 | 8.3% | 4.4% | i | 52.9 | 0.1% | 0.5% | 5.0% | 4.3%
COc1ccc(CCN2CC(C(=O)O)CC2=O)cc1OC (centres undefined) | 3.5% | 0.3 | 77 | -5.1% | 5.2% | i | 40.6 | 3.8% | -0.1% | 22.7% | -0.8%
CCc1ccc2oc(-c3cc(N)ccc3O)nc2c1 | -0.2% | 1.5 | 38 | ? | -2.6% | i | 22.1 | 3.5% | -0.1% | 10.2% | 6.9%
Cc1cccc(N(CC(=O)NC(C)(C)C)C(=O)CS(=O)CC(=O)Nc2ccc3c(c2)OCO3)c1 (centres undefined) | 0.5% | 0.1 | 53 | 5.3% | -2.8% | i | 26.7 | -0.9% | -0.4% | -0.4% | -4.6%
